ST2 IL33 inh: IL1RL1 inhibition. Q01638. AlphaLISA ST2-Fc/biotin-IL-33 interaction, 1 h. 78,000 compounds, 2.3% hits. inhibition, % for hits at 17 µM; in the data active = inhibition above about 30%; inconclusive = mostly about 10% to 28%
Target sequence (Q01638 whole entry, looked up): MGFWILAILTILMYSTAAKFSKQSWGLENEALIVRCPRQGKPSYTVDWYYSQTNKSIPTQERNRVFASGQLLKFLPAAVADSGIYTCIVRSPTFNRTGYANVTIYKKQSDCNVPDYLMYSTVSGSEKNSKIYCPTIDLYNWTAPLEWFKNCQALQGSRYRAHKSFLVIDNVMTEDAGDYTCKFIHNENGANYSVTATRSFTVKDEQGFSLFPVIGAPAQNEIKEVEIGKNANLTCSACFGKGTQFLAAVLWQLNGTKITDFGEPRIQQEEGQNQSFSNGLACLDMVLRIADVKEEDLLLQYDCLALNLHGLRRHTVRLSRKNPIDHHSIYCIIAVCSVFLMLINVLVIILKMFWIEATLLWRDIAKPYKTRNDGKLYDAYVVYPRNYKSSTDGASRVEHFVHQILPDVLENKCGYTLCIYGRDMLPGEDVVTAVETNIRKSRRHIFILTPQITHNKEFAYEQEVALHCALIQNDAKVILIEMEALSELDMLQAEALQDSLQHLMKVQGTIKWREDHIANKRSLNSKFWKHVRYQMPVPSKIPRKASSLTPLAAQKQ
* = called active by the depositor; i = inactive; u = inconclusive. This is a subset (hit frequency here may not be typical).

| smiles | ST2 IL33 inh |
| --- | --- |
| CCOC(=O)C1C(=O)C=C(c2ccc(OC)c(OC)c2)CC1c1cccc(F)c1 (stereo unspecified) | i |
| CSCCC(NC=C1C(=O)OC(C)(C)OC1=O)C(=O)O (stereo unspecified) | i |
| COc1cccc2c1OCC(C(=O)N(C)Cc1ccno1)C2 (stereo unspecified) | i |
| N#Cc1ccccc1NC(=O)c1ccc(Br)cc1 | u |
| NC1=C([N+](=O)[O-])C(=O)c2ccccc21 | u |
| CCOC(=O)C1CCN(C(=O)CN2C(=O)C(CC)Oc3ccccc32)CC1 (stereo unspecified) | u |
| COc1ccc(NC(=O)CN2C(=O)C3CCCCN3c3ccc(C(=O)N4CCCC4)cc32)cc1 (stereo unspecified) | i |
| CCOC(=O)C1CCCN(C(CC)C(=O)N2CCCc3c2c(=O)oc2ccc(O)cc32)C1 (stereo unspecified) | u |
| COc1cc(NC(=O)c2ccccc2Cl)c(OC)cc1NC(C)=O | i |
| CCSc1nc2ccccc2n1Cc1ccccc1F | i |
| C#CCSc1nc(C)c2cc(C)c(C)cc2n1 | i |
| O=C(O)C1CN(S(=O)(=O)N2CCc3ccccc3C2)CCN1 (stereo unspecified) | i |
| Cc1ccc(O)c(NC(=O)CCCn2nc([N+](=O)[O-])c(Cl)c2C)c1 | i |
| Cc1ccccc1NS(=O)(=O)c1ccc(NS(=O)(=O)c2ccc(F)cc2)cc1 | i |
| Cc1nc(S(=O)(=O)c2ccc(Cl)cc2)c(NCc2ccccc2)o1 | i |
| CCOc1ccc(Nc2c(OCC)c(=O)c2=O)cc1 | i |
| O=C(CCC1CCCC1)NCC1CCCO1 (stereo unspecified) | i |
| O=C(CSc1nnc(NC(=O)CCc2ccccc2)s1)Nc1ccc([N+](=O)[O-])cc1 | i |
| COc1ccc(NC(=O)c2c(I)cnn2C)cc1 | i |
| COc1ccc(C2SCCN2S(=O)(=O)c2ccc(-c3ccccc3)cc2)cc1[N+](=O)[O-] (stereo unspecified) | i |
| COc1cccc2c1OC1c3ccccc3OC2C1C (stereo unspecified) | i |
| CC1(C)CCC=[N+]1[O-] | i |
| COc1ccccc1N1CCN(C(=O)CN(c2ccc(C(C)C)cc2)S(C)(=O)=O)CC1 | i |
| c1ccc2sc(C3CCCN(Cc4cc5n(n4)CCCNC5)C3)nc2c1 (stereo unspecified) | u |
| O=C(NCCCN1CCCCCC1)c1ccc2c(c1)NC(=O)C(N1CCOCC1)S2 (stereo unspecified) | i |
| CC(C)=CCC/C(C)=C\CN1CC23C=CC(O2)C(C(=O)O)C3C1=O (stereo unspecified) | i |
| Cc1ccc(N2C(=O)C3N=NN(CC(=O)Nc4ccc(Br)cc4)C3C2=O)cc1 (stereo unspecified) | i |
| Cc1cc(C)n(C(=O)C2CC=CCC2C(=O)O)n1 (stereo unspecified) | i |
| COc1ccc(-c2cc(C(=O)NCc3ccco3)no2)cc1OC | i |
| COc1cccc(C(N)CC(=O)O)c1 (stereo unspecified) | u |
| O=C(CN1CCN(Cc2cccc(Cl)c2)S1(=O)=O)Nc1ccc(Cl)cc1F | i |
| CCCCc1nc(Cl)c(CN2CCN(Cc3ncccc3C)CC2)[nH]1 | u |
| COc1ccc(NC2CCCN(Cc3noc(C4CC4)n3)C2)cc1OC (stereo unspecified) | i |
| O=C(C1CCC1)N1CCN(c2ccccn2)CC1 | i |
| CC1CC(C)CN(S(=O)(=O)c2ccc(C(=O)Nc3nc(-c4ccncc4)cs3)cc2)C1 (stereo unspecified) | u |
| CCCOc1ccc(C(=O)Nc2ccc([N+](=O)[O-])cc2OC)cc1 | i |
| COc1ccc(S(=O)(=O)Nc2ccccc2I)cc1 | i |
| COc1ccc(Nc2cc(-n3nc(C)cc3C)ncn2)cc1 | i |
| CCc1cccc(OCCN2CCCC2)c1 | i |
| O=C(O)Cc1ccc(NC(=O)Cc2ccc(Cl)cc2)cc1 | i |
| COc1ccc(C2C(C(C)=O)=C(C)Nc3ncnn32)c(OC)c1OC (stereo unspecified) | i |
| COc1ccc(S(=O)(=O)N2C[C@@H]3C[C@H](C2)c2c(NC(=O)c4cncnc4)ccc(=O)n2C3)cc1 | u |
| Cc1nc2sc(C(c3ccccc3)N3CCN(Cc4ccccc4)CC3)c(O)n2n1 (stereo unspecified) | i |
| CCCCc1ncc(CN2CCC3(CC2)C(=O)NCCN3C)[nH]1 | i |
| CC(=O)Nc1ccc(Cl)c(-c2nc3cc(Cl)ccc3o2)c1 | i |
| COc1cc(NS(C)(=O)=O)ccc1Nc1c2ccccc2nc2ccccc12 | i |
| Cn1c(=O)c2c(nc(NCc3ccc4c(c3)OCO4)n2Cc2ccc(F)cc2)n(C)c1=O | u |
| CCCCS(=O)(=O)C(=C1NCCN1)S(=O)(=O)CCCC | i |
| C=C1C[C@]23C[C@@]1(O)CC[C@H]2[C@@]12C=C[C@H](O)[C@@](C)(C(=O)O1)[C@H]2[C@@H]3C(=O)O | i |
| Cc1cc(NC(=O)c2ccco2)ccc1-c1cc2ccccc2oc1=O | u |

Continued.
| smiles | ST2 IL33 inh |
| --- | --- |
| O=C(C1CCN(S(=O)(=O)c2cccs2)CC1)N1CCN(c2ccccc2Cl)CC1 | i |
| COc1ccc(CN2C[C@H](O)C[C@H]2c2nc(CS(=O)(=O)c3ccc(C)cc3)no2)cc1 | i |
| O=C(c1ccc(CC2CCCNC2)cc1)N1CCC(Nc2ccccn2)CC1 (stereo unspecified) | u |
| CC(C)C(=O)NC(C)C(c1cccs1)N1CCOCC1 (stereo unspecified) | i |
| N#CC1(C#N)C2CCCCC23OC(=N)C1(C#N)C(c1cccnc1)O3 (stereo unspecified) | i |
| CCc1ccc(C2=C(C)C(=O)N(CC(=O)Nc3ccc(C)c(F)c3)S2(=O)=O)cc1 | i |
| CCOc1ccccc1OCCN1CC(C)OC(C)C1 (stereo unspecified) | i |
| CCOc1ccc(-c2ncnn2-c2sc3c(c2C#N)CCCC3)cc1 | u |
| COc1cccc(NC(=O)c2cc3c(=O)n4cccc(C)c4nc3n2C)c1 | u |
| O=C(c1ccccc1)C(Sc1nnc2sc3ccccc3n12)c1ccccc1 (stereo unspecified) | i |

Following part:
smiles	ST2 IL33 inh
COc1cc(OC)c(OC)cc1CN1CCC(CCC(=O)NCC2CCCO2)CC1 (stereo unspecified)	i
CN(CC1Cc2ccccc2O1)C(=O)c1cn(Cc2ccccc2F)nn1 (stereo unspecified)	u
CC(C)C1CN(CC(=O)Nc2cnn(C)c2)CCCN1Cc1ccc(F)cc1 (stereo unspecified)	i
COc1ccccc1CNC(=O)CN(c1cc(Cl)ccc1Cl)S(C)(=O)=O	i
CSc1ccccc1NC(=O)CCCn1nc([N+](=O)[O-])c(Br)c1C	u
CC(C)CNC(=O)C(=O)Nc1ccc(Br)cc1	i
Cc1cccc(NC2=CC(c3ccc([N+](=O)[O-])cc3)N(c3cccc(C)c3)C2=O)c1 (stereo unspecified)	i
Cc1sc2nc(SCC(=O)c3ccc(F)cc3)[nH]c(=O)c2c1C	i
O=C(CN1CCCCC1)Nc1ccc(Br)cc1	i
CN(CCNC(=O)c1cccnc1)S(C)(=O)=O	u
Cc1cccc(N2C(=O)S/C(=C\c3ccc(O)cc3)C2=O)c1	u
Ic1ccc(N2CCN(Cc3c[nH]c4ncccc34)CC2)cc1	i
Cc1nc2cc(-c3ccccc3)nn2c(C)c1CCC(=O)NCCC(C)C	i
CN(C)CC1(O)CCCN(C(=O)COc2ccc(Cl)c(Cl)c2)C1 (stereo unspecified)	i
COc1ccc2c(Cl)c(C(=O)O)sc2c1	i
CCCNC(=O)NCc1cccnc1N(CC)CC	u
Nc1ccc(Br)cn1	i
CCN(CC)C(=O)C1c2ccccc2C(=O)N2CCc3ccccc3C12 (stereo unspecified)	i
Cc1nn(CC(=O)N2CCc3[nH]nc(C(C)C)c3C2)c(=O)c2ccccc12	i
O=C(O)CCc1ccc(-c2cccs2)n1-c1ccc(Br)cc1	u
Cc1ccccc1-n1cc(CN(C)C(=O)c2cc3n(n2)CCN(C)C3)cn1	u
Cc1ccc2[nH]c3c(c2c1)CCC1C3=NNC1c1ccco1 (stereo unspecified)	37%*
CC(=O)C1=C(O)C(=O)N(c2ccc(C)cc2)C1c1cccc([N+](=O)[O-])c1 (stereo unspecified)	i
COc1cccc(C2C3=C(CCCC3=O)Nc3nc(SCc4ccccc4)nn32)c1 (stereo unspecified)	u
Cc1ccc(C(NC(=O)CN2CC(=O)NC2=O)c2cccnc2)cc1C (stereo unspecified)	u
COCCN1CCN(C(=O)CC2C(=O)NCCN2Cc2cccc(OC)c2OC)CC1 (stereo unspecified)	u
CC(=O)C1=C(C)Nc2nnnn2C1c1ccc(Cl)cc1 (stereo unspecified)	i
C=CCC(=O)N1CCC2(CCCN(CCc3ccccc3)C2)C1 (stereo unspecified)	i
COc1ccc(CN2C(=S)N(c3ccc(Cl)cc3)[C@H]3[C@@H]2[C@H]2OC(=O)[C@@H]3C[C@H]2O)cc1	i
Cc1cccc(NC(=O)c2cc3ccccc3oc2=O)c1C	i
N#Cc1ccc(NC(=O)c2noc3c2CCc2ccccc2-3)cc1	i
CN(N)c1nc(-c2ccccc2)cc(-c2ccc(Br)cc2)n1	u
CCN(CC)C(=O)C1CCCN1S(=O)(=O)c1cccc2nsnc12 (stereo unspecified)	i
CC1N=C2c3ccccc3N=C(SCC(=O)c3ccc(F)cc3)N2C1=O (stereo unspecified)	i
c1nc(N2CCC(c3nn[nH]n3)CC2)c2cc[nH]c2n1	i
Cc1cc([N+](=O)[O-])nn1CCCC(=O)NC1CCCCC1	i
c1cn(-c2ccc(-c3noc([C@@H]4CCCN4C4CCOCC4)n3)cn2)cn1	i
CCc1ccc(-c2nc(CN3CCC(C(=O)NC(C)CC)CC3)c(C)o2)cc1 (stereo unspecified)	i
COCCN1CCC(CN2CC[C@@H](c3sccc3C)[C@H](O)C2)CC1	u
O=S(=O)(Nc1ncccn1)c1ccc(-n2cccc2)cc1	i
CC(=O)Cc1nsc(Nc2cccc(Cl)c2C)n1	i
Cc1ccccc1-c1nsc(SCC(=O)NCc2ccc3c(c2)OCO3)n1	i
COc1ncc(CN(Cc2sccc2C)CC(C)C)cn1	i
CCS(=O)(=O)c1ccc(I)s1	u
COc1cccc(NC(=O)CSc2c3c(nc4ccccc24)CCC3)c1	i
Cc1ccc(C2=C/C(=C/c3ccc(C)c([N+](=O)[O-])c3)C(=O)O2)c(C)c1	u
O=C(c1ccc2nc[nH]c2c1)N1CCC(Cc2ccccc2Cl)(C(=O)O)CC1	i
O=C(NC1CCCC1)c1ccc(CS(=O)(=O)c2ccccc2)o1	i
O=C(CCc1c[nH]c2ccccc12)NC1CCCc2c1cnn2-c1ccccc1F (stereo unspecified)	u
O=C(CSc1cn(Cc2ccc(F)cc2)c2ccccc12)Nc1nccs1	i

Following part:
smiles	ST2 IL33 inh
CC(=O)NCC(=O)Nc1ccc2nc(N3CCC(C)CC3)cc(C)c2c1	u
CN(Cc1ccccc1)Cc1cn([C@H]2CO[C@H]3[C@@H]2OC[C@@H]3NC(=S)Nc2cccc(C#N)c2)nn1	i
COCCNC(=O)C1c2cc(OC)c(OC)cc2C(=O)N(C)C1c1ccc(OC)c(OC)c1 (stereo unspecified)	u
O=C1c2ccccc2NC(c2ccccc2O)N1c1ccc(Cl)cc1 (stereo unspecified)	i
CC1(C(=O)O)NC(c2ccccc2O)C2C(=O)N(c3ccccc3)C(=O)C21 (stereo unspecified)	i
COC(=O)C1C(=O)C2=C(CC1C)NC(C)=C(C(=O)OC1CCCC1)C2c1ccc(OC)c(O)c1 (stereo unspecified)	i
CN1CCN(C(=O)CN(Cc2ccccc2)S(=O)(=O)c2cc(Cl)ccc2Cl)CC1	i
Cc1cc(N2CCCC2)nc(N2CCN(S(=O)(=O)c3ccc(-c4ccccc4)cc3)CC2)n1	i
CC(C)c1nc(Cn2ccnc2-c2ccc(-c3ccn[nH]3)s2)no1	i
COc1cc(C2CC(=O)NC(SCC(N)=O)=C2C#N)ccc1O (stereo unspecified)	i
c1ccc2c3c([nH]c2c1)C(c1nc(C2CC2)n[nH]1)CCC3 (stereo unspecified)	u
O=C(NCC1CCN(Cc2ccccc2OC(F)F)C1)C1CCC1 (stereo unspecified)	u
COc1cccc(C2C(N3C(=O)c4ccccc4C3=O)C(=O)N2c2cccc(C)c2)c1 (stereo unspecified)	i
CCCCn1c(SCC(=O)NCc2ccco2)nc2c(sc3ccccc32)c1=O	i
Cc1ccc(N=Cc2nc(-c3ccc(Br)cc3)oc2O)c(C)c1	i
CC1(C)CC(=O)N(c2nc3ccccc3s2)C(=O)C1	i
C=CCc1ccccc1OCC(O)CN1C(=O)NC(C)(C)C1=O (stereo unspecified)	u

Grouped by structure: the entries above containing a Cl atom
smiles	ST2 IL33 inh
COc1cc(NC(=O)c2ccccc2Cl)c(OC)cc1NC(C)=O	i
Cc1ccc(O)c(NC(=O)CCCn2nc([N+](=O)[O-])c(Cl)c2C)c1	i
Cc1nc(S(=O)(=O)c2ccc(Cl)cc2)c(NCc2ccccc2)o1	i
O=C(CN1CCN(Cc2cccc(Cl)c2)S1(=O)=O)Nc1ccc(Cl)cc1F	i
CCCCc1nc(Cl)c(CN2CCN(Cc3ncccc3C)CC2)[nH]1	u
O=C(O)Cc1ccc(NC(=O)Cc2ccc(Cl)cc2)cc1	i
CC(=O)Nc1ccc(Cl)c(-c2nc3cc(Cl)ccc3o2)c1	i
O=C(C1CCN(S(=O)(=O)c2cccs2)CC1)N1CCN(c2ccccc2Cl)CC1	i
COc1ccccc1CNC(=O)CN(c1cc(Cl)ccc1Cl)S(C)(=O)=O	i
CN(C)CC1(O)CCCN(C(=O)COc2ccc(Cl)c(Cl)c2)C1 (stereo unspecified)	i
COc1ccc2c(Cl)c(C(=O)O)sc2c1	i
CC(=O)C1=C(C)Nc2nnnn2C1c1ccc(Cl)cc1 (stereo unspecified)	i
COc1ccc(CN2C(=S)N(c3ccc(Cl)cc3)[C@H]3[C@@H]2[C@H]2OC(=O)[C@@H]3C[C@H]2O)cc1	i
CC(=O)Cc1nsc(Nc2cccc(Cl)c2C)n1	i
O=C(c1ccc2nc[nH]c2c1)N1CCC(Cc2ccccc2Cl)(C(=O)O)CC1	i
O=C1c2ccccc2NC(c2ccccc2O)N1c1ccc(Cl)cc1 (stereo unspecified)	i
CN1CCN(C(=O)CN(Cc2ccccc2)S(=O)(=O)c2cc(Cl)ccc2Cl)CC1	i

Assay outcomes: PubChem, IUPUI and University of Michigan
